# EPAC1 antag – qHTS for Antagonist of cAMP-regulated guanine nucleotide exchange factor 3 (EPAC1): primary screen. Rap guanine nucleotide exchange factor 3 (Homo sapiens), O95398. EPAC1 GEF assay, Rap1b-BODIPY-GDP exchange fluorescence. Potency, µM (series often up to 115 µM), for the others: at the highest dose activity change, negative = inhibition, hits mostly inhibitors. 360,000 compounds, 0.14% hits;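 also: potency is read from the fitted curve at half-maximal effect; plate controls were vehicle for no effect and positive control for full effect; nearly all actives have a fitted effect of over 50% in size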
# IL2 activator – qHTS of IL-2 Activators; IL-2 activation reporter assay, cell-based qHTS; stimulated with anti-CD3/CD4/CD28 beads; in transgenic mouse T cells; activation, % (series mostly up to about 46 µM); 360,000 compounds, 0.065% hits; in the data active = activation above about 50%; inconclusive = mostly about 30% to 49%; also: 0% is about no effect
#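 Readout is EGFP and DsRed signal by fluorescent plate cytometry after 18 h at 37 degrees C. Transgenic mouse T cells (750/well) received compound for 60 min before bead stimulation (anti-CD3, anti-CD4, anti-CD28); memory T cells served as non-tolerant control.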
# Abeta rescue – qHTS for compounds that reverse cellular toxicity of Amyloid beta (A-beta) peptide in yeast: Primary Screen; 410,000 compounds, 0.063% hits; Potency, µM (doses to about 46.1 µM), without a hit: at the top dose growth rescue, hits mostly activators; yeast expressing A-beta42, growth rescue, OD600, 48 h; response scale: 0% DMSO, 100% iron-clioquinol control; also: potency is read from the fitted curve at half-maximal effect; nearly all actives have a fitted effect of over 55% in size
#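 Growth rescue measured by 600 nm absorbance after 48 h yeast culture at 30 C with compound. Values normalized between DMSO and an equimolar ferric chloride plus clioquinol control.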
# PLK1 PBD block – qHTS for Inhibitors of PLK1-PDB (polo-like kinase 1 - polo-box domain): Primary Screen; Serine/threonine-protein kinase PLK1 (Homo sapiens), P53350; Plk1 PBD binding of FITC phosphopeptide, fluorescence polarization; Potency, µM, inactives show max response, negative = inhibition, usual class: inhibitors; 360,000 compounds, 2.8% hits; also: potency is read from the fitted curve at half-maximal effect; series mostly up to about 57 µM; % is scaled to controls: 0 for no effect and ±100 for the full control effect; nearly all actives have a fitted effect of over 65% in size
# Target sequence (P53350 whole entry, looked up, the tested form may be a part): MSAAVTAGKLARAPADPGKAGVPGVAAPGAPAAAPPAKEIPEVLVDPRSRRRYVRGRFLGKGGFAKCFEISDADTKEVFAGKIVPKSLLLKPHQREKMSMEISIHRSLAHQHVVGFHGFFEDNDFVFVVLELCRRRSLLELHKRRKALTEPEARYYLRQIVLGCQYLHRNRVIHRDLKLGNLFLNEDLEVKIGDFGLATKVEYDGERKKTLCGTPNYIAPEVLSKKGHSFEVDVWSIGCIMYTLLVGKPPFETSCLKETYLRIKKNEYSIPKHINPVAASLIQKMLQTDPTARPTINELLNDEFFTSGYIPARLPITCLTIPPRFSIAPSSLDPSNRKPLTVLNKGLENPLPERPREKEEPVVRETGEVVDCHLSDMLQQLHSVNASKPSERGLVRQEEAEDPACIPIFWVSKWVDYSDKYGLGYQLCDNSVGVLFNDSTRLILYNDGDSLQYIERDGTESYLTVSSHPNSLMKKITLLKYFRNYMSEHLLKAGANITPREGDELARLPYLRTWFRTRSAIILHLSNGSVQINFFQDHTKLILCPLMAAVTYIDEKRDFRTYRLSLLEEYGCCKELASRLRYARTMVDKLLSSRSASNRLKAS
# aSyn rescue – qHTS of alpha-syn Inhibitors | Yeast expressing alpha-synuclein, growth rescue, BacTiter-Glo, 24 h | 370,000 compounds, 0.14% hits | AID 652106, 2013 | Potency, µM (top dose mostly 46.1 µM), for inactives: at the top dose growth rescue (activation), hits mostly activators; also: potency is read from the fitted curve at half-maximal effect; % of control where 0% means no effect; nearly all actives have a fitted effect of over 65% in size
#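 Screening used galactose-induced yeast with toxic alpha-synuclein levels, exposed to compound for 24 hr at 30 deg C. Cell growth, read with BacTiter-Glo luminescence, gave the measured signal.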
# WRN helicase inh – qHTS for Inhibitors of WRN Helicase. Potency, µM (doses to about 114 µM), inactives show top-dose activity change, negative = inhibition, most hits filed as inhibitors. 360,000 compounds, 0.46% hits. Bifunctional 3'-5' exonuclease/ATP-dependent helicase WRN (Homo sapiens), Q14191. WRN helicase unwinding, fluorescent forked duplex, kinetic; also: potency is read from the fitted curve at half-maximal effect; % is scaled to controls: 0 for no effect and ±100 for the full control effect; nearly all actives have a fitted effect of over 55% in size
#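 WRN at 20 nM final preincubated with compound 15 min at room temperature; reaction started with 100 nM fluorophore/quencher forked duplex oligonucleotide and 2 mM ATP final. Unwinding followed kinetically by red fluorescence (ex 525, em 598 nm).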
# EPAC1 ag – qHTS for Agonist of cAMP-regulated guanine nucleotide exchange factor 3 (EPAC1): primary screen; 360,000 compounds, 0.073% hits; Rap guanine nucleotide exchange factor 3 (Homo sapiens), O95398; Potency, µM (highest dose often 154 µM), for the others: at the highest dose activation, usual class: activators; EPAC1 agonist qHTS, biochemical assay; response scale: 100% = response to 6.5 mM cAMP; also: potency is read from the fitted curve at half-maximal effect; nearly all actives have a fitted effect of over 60% in size
#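 Normalized to 6.5 mM cAMP, activity reflects EPAC1-catalysed release of BODIPY-GDP from Rap1B, followed kinetically over 30 min at 480 nm excitation, 540 nm emission. Reaction contained 100 nM EPAC1, 250 nM Rap1B-BODIPY-GDP, 50 uM GDP.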
# PI5P4Ka inh – qHTS for Inhibitors of phosphatidylinositol 5-phosphate 4-kinase (PI5P4K); Phosphatidylinositol 5-phosphate 4-kinase type-2 alpha (Homo sapiens), P48426; PI5P4Kalpha enzyme, ADP-Glo luminescence, 60 min; active compounds read low; max response, %; 330,000 compounds, 1.2% hits; active = max response of -50% or lower; inconclusive = between -30% and -50%; inactive = -30% or higher; also: value at the top dose of about 77 µM; % is scaled to controls: 0 for no effect and ±100 for the full control effect
# Target sequence (P48426 whole entry, looked up): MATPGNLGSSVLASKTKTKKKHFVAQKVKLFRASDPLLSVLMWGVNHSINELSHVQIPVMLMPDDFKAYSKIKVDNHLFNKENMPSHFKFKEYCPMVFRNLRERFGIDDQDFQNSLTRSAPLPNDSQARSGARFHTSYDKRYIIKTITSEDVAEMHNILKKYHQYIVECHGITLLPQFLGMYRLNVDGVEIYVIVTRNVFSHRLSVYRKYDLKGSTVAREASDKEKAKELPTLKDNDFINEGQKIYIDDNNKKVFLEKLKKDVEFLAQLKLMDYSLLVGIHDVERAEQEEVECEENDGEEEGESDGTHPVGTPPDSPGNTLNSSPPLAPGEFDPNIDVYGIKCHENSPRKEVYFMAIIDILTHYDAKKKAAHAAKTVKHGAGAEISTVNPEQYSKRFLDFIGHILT
#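 Quantitative HTS of the MLSMR library against PI5P4Kalpha with substrate. ATP added last at 5 microM final; room temperature, 60 minutes. Remaining ATP depleted, ADP converted and read as luminescence.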
# FUS suppressor – qHTS for Suppressors of FUS Proteinopathy: Primary screen using FUS-linked yeast assay | AID 1347120, 2019 | 390,000 compounds, 0.24% hits | S. cerevisiae FUS-expressing, growth rescue, OD600, 24 h | Potency, µM (doses to about 76.6 µM), for inactives: at the top dose growth rescue (activation), usual class: activators;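 also: potency is read from the fitted curve at half-maximal effect; plate controls were DMSO vehicle for no effect and reference control for full effect; nearly all actives have a fitted effect of over 55% in size; some results filed as inactive show a strong effect at the top dose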
#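 Yeast FUS proteinopathy model; galactose-induced FUS (2%), starting OD 0.005. Cpds in dilution series, 24hr, 30C, 99% humidity. Abs 600 nm growth. Pos ctrl CP55940 (top 92uM final); neg ctrl DMSO.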
# An asterisk follows results filed as active; ? = inconclusive; . = not tested or not shown; & = joins results of further samples; [ ] = dose if it differs, or a comment. Unless noted, calls follow the shape of the dose curve; as a rule, active = well fitted curve in the direction sought with a large enough effect; inconclusive = small, poorly fitted or top-dose-only effect, or another doubt; inactive = no such curve, though single readings can be large; an effect the other way counts as inactive or inconclusive.
SMILES,EPAC1 antag,IL2 activator,Abeta rescue,PLK1 PBD block,aSyn rescue,WRN helicase inh,EPAC1 ag,PI5P4Ka inh,FUS suppressor
Cc1cc(=O)[nH]c(N/N=C/CCc2ccccc2)n1,0%,-1.5,-5%,-8%,1%,-9%,3%,-5,-3%
CNCCc1ccccn1,19%,0.8,-8%,-1%,4%,8%,-13%,5,-52%[inhibitor]
O=C(NCCCNC(=O)c1cc(Cl)ccc1Cl)c1ccccn1,-21%,-1.5,-13%,-16%,0%,3%,2%,6,15%
Cn1cc(CN2CCCC(C(=O)c3nccn3C)C2)c(-c2cccc(Cl)c2)n1 (configuration not stated),-7%,-0.1,-5%,-21%,-1%,3%,5%,1,3%
CC(C)(C)n1nnnc1CN(Cc1cccnc1)Cc1ccccc1Cl,3%,-0.2,14%,?,7%,1%,6%,1,-4%
O=S(=O)(Cc1ccccc1)/C1=C(\N2CCOCC2)CCCCCC1,0%,1.7,6%,3%,6%,2%,-1%,.,8%
O=C(COC(=O)c1cc(-c2cccc3ccccc23)nc2ccccc12)NC1CCS(=O)(=O)C1 (configuration not stated),-16%,-0.3,-6%,-7%,-26%,79µM*,18%,16,.
COc1ccccc1C(=O)Nc1ccc(S(=O)(=O)Nc2onc(C)c2C)cc1,11%,0.1,0%,1%,7%,-3%,-5%,-1,22%
O=C(CNC(=O)c1ccco1)OCc1c(F)cccc1Cl,-12%,-0.4,0%,-3%,-7%,-6%,-11%,14,.
CN(Cc1ccccc1)C(=O)COC(=O)CCNC(=O)c1ccccc1Cl,1%,0.0,1%,-11%,-1%,5%,-1%,1,-9%
COc1ccccc1CN=c1c([N+](=O)[O-])nn(-c2ccc3c(c2)OCCO3)n1O,-7%,-0.5,12%,4%,6%,-7%,2%,-6,9%
Cc1c(C(=O)NC2CCCCC2)sc2ncnc(N3CCN(c4ccccc4)CC3)c12,-2%,-3.5,-5%,-8%,-1%,7%,7%,-1,-26%
COc1cccc(/C=N/NC(=O)CCn2c3ccccc3c3ccccc32)c1,-5%,0.3,4%,-1%,?,0%,4%,23,2%
COC(=O)c1c(NC(=O)CN2CCN(C(=O)c3ccco3)CC2)c2cc(C)ccc2n1C,-4%,-4.4,7%,-6%,1%,4%,-2%,0,13%
CCOc1cc(N2CCOCC2)c(OCC)cc1NC(=O)CN1C(=O)C2C3C=CC(C3)C2C1=O (configuration not stated),15%,0.8,-5%,-4%,-6%,-4%,12%,3,-20%
N#Cc1cc(-c2ccccc2)cnc1Cl,-3%,-3.3,-1%,-7%,15%,-7%,7%,.,21%
CC1CCN(c2ccc(C(=O)NCc3ccc4c(c3)OCO4)cc2[N+](=O)[O-])CC1,-14%,3.0,20%,4%,12%,-13%,0%,-3,.
CN(CC(=O)NCc1ccc(F)cc1)S(=O)(=O)c1ccc2c(c1)n(C)c(=O)c(=O)n2C,13%,0.2,4%,-3%,-4%,5%,4%,-3,19%
COc1ccc(OC)c(C2C(C(C)=O)=C(O)C(=O)N2CCN2CCOCC2)c1 (configuration not stated),-12%,0.1,1%,-4%,2%,6%,0%,.,-3%
COc1ccc(OCc2nnc(SCC(=O)N(C)Cc3ccccc3)n2N)cc1,-15%,-0.5,-9%,11µM*,-30%[inhibitor],-25%,6%,-26,7%
CN(CC(=O)Nc1cccc(F)c1)C(=O)CCCc1cccs1,32%[activator],0.2,22%,6%,4%,-19%[57.1 µM],-9%,-3,6%
COC(=O)c1ccc(NC(=O)CSc2n[nH]c(-c3ccncc3)n2)cc1,5%,-0.2,10%,-1%,2%,-5%,10%,-5,14%
COc1ccc(/C=N\NC(=O)c2ccccc2Br)cc1COc1ccccc1,-3%,-5.2,0%,-2%,-4%,-1%,-1%,2,21%
Cc1nn(-c2ccccc2)c(Cl)c1CN(C(=O)CCl)c1cccc2ccccc12,-2%,-0.8,-15%,11%,9%,-8%,10%,0,32%
CCc1nc2ccc(C(=O)N3CCN(C(=O)c4ccco4)CC3)cn2c1N(C)C(=O)COc1ccccc1,?,0.1,-14%,-14%,-1%,0%[57.1 µM],1%,-3,-9%
Cc1coc2c1c(C)cc1oc(=O)c(CC(=O)NCCCCCC(=O)O)c(C)c12,-2%,-0.2,3%,-14%,1%,-5%,8%,0,20%
C=CCc1ccccc1OCC(CN1CCCCC1)OC(C)=O (configuration not stated),0%,0.8,-12%,-2%,0%,5%,0%,4,18%
Cc1nc(Nc2nc(-c3ccccc3)cc(=O)[nH]2)nc2ccccc12,-11%,-1.2,3%,-4%,-9%,-34%,9%,-11,14%
CCOc1ccc(N2CC(C(=O)Nc3ncccc3C)CC2=O)cc1 (configuration not stated),2%,-1.8,6%,-2%,0%,-17%,3%,3,.
CNC(=O)CN(c1cc(C)ccc1C)S(C)(=O)=O,5%,-2.0,-8%,-3%,2%,3%,-8%,8,17%

# Not a retest: an excerpt of the list.
SMILES,EPAC1 antag,IL2 activator,Abeta rescue,PLK1 PBD block,aSyn rescue,WRN helicase inh,EPAC1 ag,PI5P4Ka inh,FUS suppressor
N#Cc1cc(-c2ccccc2)cnc1Cl,-3%,-3.3,-1%,-7%,15%,-7%,7%,.,21%
CC1CCN(c2ccc(C(=O)NCc3ccc4c(c3)OCO4)cc2[N+](=O)[O-])CC1,-14%,3.0,20%,4%,12%,-13%,0%,-3,.

# (further entries)
SMILES,EPAC1 antag,IL2 activator,Abeta rescue,PLK1 PBD block,aSyn rescue,WRN helicase inh,EPAC1 ag,PI5P4Ka inh,FUS suppressor
O=C(O)c1ccc(-n2cncn2)c([N+](=O)[O-])c1,12%,-6.6,-12%,1%,-4%,-1%,-2%,-4,5%
CC(OC(=O)CCN1C(=O)c2cccc([N+](=O)[O-])c2C1=O)C(=O)Nc1cc(Cl)cc(Cl)c1 (configuration not stated),0%,-0.5,18%,-2%,11%,-7%[57.1 µM],-9%,-3,30%
O=C(NCCc1ccccc1)c1ccc(CS(=O)Cc2ccc(Cl)cc2)o1 (configuration not stated),-41%,-2.7,2%&9%,-14%,0%,0%,-3%,-2,27%&2%
CC(C)(c1ccccc1)c1ccc(OCC(O)CN2CCCC2)cc1 (configuration not stated),-4%,-2.1,7%,0%,2%,-2%,-1%,13,18%
Cc1cc(C(C)(C)C)c(OC(=O)[C@@H]2OC(c3ccccc3)=C[C@H]2c2ccccc2)c(C(C)(C)C)c1,-5%,0.7,-1%,-6%,-2%,3%,-12%,3,-20%
C/C(=N\NC(=O)c1ccc(O)cc1O)c1cccnc1,-22%,-0.1,5%,5%,3%,3%,-1%,2,16%
Cc1cccc(N2C(=O)CC(N3CCN(c4ccccn4)CC3)C2=O)c1 (configuration not stated),-5%,-3.0,-18%,-16%,-3%,7%,3%,2,10%
CCC(C(=O)NC1CCCCC1)n1c(SCc2cccc(F)c2)nc2ccncc21 (configuration not stated),?,-0.5,-6%&1%,2%,-1%&4%,1%,-7%,4,15%&6%
N#C/C(=C\c1cccs1)C(=O)c1ccccc1Cl,-14%,-0.8,-91%[inhibitor],1.5µM*,14%,?,7%,-4,-8%
Fc1cc2nc(-c3ccncc3)[nH]c2cc1F,9%,-2.4,6%,10%,1%,-9%,-8%,0,.
COc1ccc2nc(C)cc(SCC(=O)Nc3c(C)cccc3C)c2c1,-3%,-3.0,14%,-17%,-3%,-1%,0%,-10,-12%
Nc1nonc1C(=O)N/N=C/c1ccncc1,1%,0.3,3%,0%,0%,-4%,-3%,-9,-6%
CCOc1ccc(-n2c(SCc3ccc(C(=O)OC)o3)nc3c(c2=O)SCC3)cc1,-7%,-0.2,12%,-7%,-3%,-2%,-2%,1,15%
COc1ccc(N(CC(=O)Nc2cc(Cl)ccc2C)S(=O)(=O)c2c(C)noc2C)cc1,-23%,0.1,-2%&-1%,-1%,22%,-9%,9%,7,-3%&3%

# In the list so far, eight have an aryl methoxy group.
SMILES,EPAC1 antag,IL2 activator,Abeta rescue,PLK1 PBD block,aSyn rescue,WRN helicase inh,EPAC1 ag,PI5P4Ka inh,FUS suppressor
COc1ccccc1C(=O)Nc1ccc(S(=O)(=O)Nc2onc(C)c2C)cc1,11%,0.1,0%,1%,7%,-3%,-5%,-1,22%
COc1ccccc1CN=c1c([N+](=O)[O-])nn(-c2ccc3c(c2)OCCO3)n1O,-7%,-0.5,12%,4%,6%,-7%,2%,-6,9%
COc1cccc(/C=N/NC(=O)CCn2c3ccccc3c3ccccc32)c1,-5%,0.3,4%,-1%,?,0%,4%,23,2%
COc1ccc(OC)c(C2C(C(C)=O)=C(O)C(=O)N2CCN2CCOCC2)c1 (configuration not stated),-12%,0.1,1%,-4%,2%,6%,0%,.,-3%
COc1ccc(OCc2nnc(SCC(=O)N(C)Cc3ccccc3)n2N)cc1,-15%,-0.5,-9%,11µM*,-30%[inhibitor],-25%,6%,-26,7%
COc1ccc(/C=N\NC(=O)c2ccccc2Br)cc1COc1ccccc1,-3%,-5.2,0%,-2%,-4%,-1%,-1%,2,21%
COc1ccc2nc(C)cc(SCC(=O)Nc3c(C)cccc3C)c2c1,-3%,-3.0,14%,-17%,-3%,-1%,0%,-10,-12%
COc1ccc(N(CC(=O)Nc2cc(Cl)ccc2C)S(=O)(=O)c2c(C)noc2C)cc1,-23%,0.1,-2%&-1%,-1%,22%,-9%,9%,7,-3%&3%

# Bioassay records as filed in PubChem.
